# Screening data as filed in PubChem BioAssay.
# Anesthetic bind: qHTS Assay for Identification of Novel General Anesthetics | Potency, µM (doses to about 77.5 µM), without a hit: top-dose activity change, negative = displacement, actives largely listed as inhibitors | Ferritin light chain (Equus caballus), P02791 | apoferritin/1-aminoanthracene competitive binding, fluorescence | AID 485281, 2010 | 350,000 tested, 0.074% active; also: potency is read from the fitted curve at half-maximal effect; % is scaled to controls: 0 for no effect and ±100 for the full control effect; nearly all actives have a fitted effect of over 20% in size
# Target sequence (P02791 2-175 limits assumed): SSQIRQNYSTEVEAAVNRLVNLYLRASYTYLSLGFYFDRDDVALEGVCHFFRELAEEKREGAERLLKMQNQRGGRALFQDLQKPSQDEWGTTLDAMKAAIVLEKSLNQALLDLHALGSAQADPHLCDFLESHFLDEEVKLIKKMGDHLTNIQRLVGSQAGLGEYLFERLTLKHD
#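 Read-out: endpoint 1-AMA fluorescence, excitation 380 nm and emission 535 nm, after compounds sit 10 min at room temperature with 10 uM horse-spleen apoferritin in 50% saturated 1-AMA/PBS. Values come from four-parameter Hill fits.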
# LDHA block: qHTS assay for inhibitors of human lactate dehydrogenase; L-lactate dehydrogenase A chain (Homo sapiens), P00338; purified LDHA, NADH/diaphorase-resazurin fluorescence; hits give low values; activity change, % (values are at about 110 or 230 µM); 480,000 tested, 0.15% active; in the data active = activity change below about -30%; inconclusive = mostly about -25% to -30%;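 also: plate controls were DMSO wells for no effect and wells without enzyme for full effect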
#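 Enzyme activity of human lactate dehydrogenase 5 (2 nM; 0.06 mM NADH, 0.2 mM pyruvate, 5 min, RT) is measured via a resazurin/diaphorase fluorescence readout of residual NADH.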
# Glioma ERSR ind: qHTS for Inducers of the Endoplasmic Reticulum Stress Response (ERSR) in Human Glioma: qHTS; Potency, µM, without a hit: at the top dose activation, actives largely listed as activators; AID 602332, 2012; U87-MG GRP78 promoter luciferase reporter, 16 h; 420,000 tested, 0.02% active; also: potency is read from the fitted curve at half-maximal effect; series mostly up to about 76 µM; % of control where 0% means no effect; nearly all actives have a fitted effect of over 35% in size
#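 Stably transfected U87-MG glioma cells carrying a GRP78-based luciferase sensor; 16 h compound incubation. Luminescence end-point read 10 min after Bright-Glo addition at room temperature.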
# Pol beta inh: qHTS Assay for Inhibitors of DNA Polymerase Beta | P06746 | Pol beta primer extension/strand displacement, fluorescence kinetic | Potency, µM (doses to about 114 µM), without a hit: at the highest dose activity change, negative = inhibition, usual class: inhibitors | 340,000 tested, 1.3% active | AID 485314, 2010; also: potency is read from the fitted curve at half-maximal effect; % is scaled to controls: 0 for no effect and ±100 for the full control effect
#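 Homogeneous kinetic assay of primer extension and strand displacement by 10 nM Pol beta, preincubated 15 min at room temperature with compound before 50 nM substrate (final) was added. Read at 0 and 10 min; four-parameter Hill fit.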
# APE1 inh: qHTS Assay for Inhibitors of the Human Apurinic/apyrimidinic Endonuclease 1 (APE1) | DNA repair nuclease/redox regulator APEX1 (Homo sapiens), P27695 | recombinant APE1, TAMRA/BHQ-2 abasic DNA cleavage fluorescence | Potency, µM (top dose mostly 65.8 µM), without a hit: at the highest dose activity change, negative = inhibition, hits mostly inhibitors | 350,000 tested, 0.35% active | AID 2517, 2012;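 also: potency is read from the fitted curve at half-maximal effect; plate controls were vehicle for no effect and reference inhibitor for full effect; nearly all actives have a fitted effect of over 55% in size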
#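 APE1 at 0.75 nM final was preincubated with compound 15 min at room temperature, then 50 nM double-stranded THF abasic-site substrate (5'-TAMRA/3'-BHQ-2) was added. Fluorescence (ex 525/em 598 nm) was read kinetically; third-minus-first read gave activity.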
# BLM inh: qHTS Assay for Inhibitors of Bloom's syndrome helicase (BLM); RecQ-like DNA helicase BLM (Homo sapiens), P54132; recombinant BLM DNA unwinding, fluorescence dequenching; Potency, µM (top dose mostly 56.1 µM), for the others: top-dose activity change, negative = inhibition, most hits filed as inhibitors; 350,000 tested, 0.2% active; AID 2528, 2010;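 also: potency is read from the fitted curve at half-maximal effect; plate controls were vehicle for no effect and no enzyme for full effect; nearly all actives have a fitted effect of over 35% in size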
# Pol eta inh: qHTS for Inhibitors of Polymerase Eta; DNA polymerase eta (Homo sapiens), Q9Y253; 390,000 tested, 1.2% active; Potency, µM (top dose mostly 114 µM), for inactives: at the highest dose activity change, negative = inhibition, usual class: inhibitors; recombinant Pol eta, fluorescent DNA replication assay; also: potency is read from the fitted curve at half-maximal effect; % is scaled to controls: 0 for no effect and ±100 for the full control effect
# Target sequence (Q9Y253 whole entry, looked up): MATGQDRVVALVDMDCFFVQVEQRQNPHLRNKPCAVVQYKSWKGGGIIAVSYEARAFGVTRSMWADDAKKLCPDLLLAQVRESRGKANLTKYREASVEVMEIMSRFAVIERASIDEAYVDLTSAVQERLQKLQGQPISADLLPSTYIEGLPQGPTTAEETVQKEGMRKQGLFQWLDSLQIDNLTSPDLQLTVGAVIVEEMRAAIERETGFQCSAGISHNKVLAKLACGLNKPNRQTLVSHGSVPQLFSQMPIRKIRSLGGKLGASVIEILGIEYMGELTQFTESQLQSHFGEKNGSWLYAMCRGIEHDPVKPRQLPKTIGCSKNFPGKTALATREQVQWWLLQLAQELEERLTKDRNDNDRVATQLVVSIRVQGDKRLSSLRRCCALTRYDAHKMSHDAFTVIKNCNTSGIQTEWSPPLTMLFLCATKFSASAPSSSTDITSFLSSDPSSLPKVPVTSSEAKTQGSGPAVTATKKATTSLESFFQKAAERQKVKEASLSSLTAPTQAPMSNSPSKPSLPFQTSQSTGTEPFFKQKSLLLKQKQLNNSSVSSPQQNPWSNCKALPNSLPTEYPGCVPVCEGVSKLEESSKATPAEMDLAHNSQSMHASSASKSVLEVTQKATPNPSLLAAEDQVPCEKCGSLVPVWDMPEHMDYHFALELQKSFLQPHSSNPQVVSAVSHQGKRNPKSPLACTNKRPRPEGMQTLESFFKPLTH
#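 Pol eta at 10 nM preincubated with compounds 15 min at room temperature; reaction started with fluorescent substrate (50 nM final) and read kinetically at 0 and 10 min.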
# POLI inh: qHTS for Inhibitors of Polymerase Iota. DNA polymerase iota (Homo sapiens), Q9UNA4. Pol iota fluorescent replication assay, 10 min. Potency, µM (top dose mostly 115 µM), for the others: at the top dose activity, negative = inhibition, actives largely listed as inhibitors. 390,000 tested, 1% active. AID 588590, 2011; also: potency is read from the fitted curve at half-maximal effect
#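 Fluorescent replication assay read twice, at 0 min and 10 min after adding 50 nM (final) substrate. Enzyme (10 nM) and compounds were first incubated 15 min at room temperature; enzyme-free buffer wells were negative controls.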
# Pol kappa inh: qHTS for Inhibitors of Polymerase Kappa; DNA polymerase kappa (Homo sapiens), Q9UBT6; purified Pol kappa, fluorescent DNA synthesis assay, 10 min; Potency, µM (doses to about 107 µM), without a hit: at the highest dose activity, negative = inhibition, actives largely listed as inhibitors; 400,000 tested, 0.53% active; AID 588579, 2011; also: potency is read from the fitted curve at half-maximal effect; % is scaled to controls: 0 for no effect and ±100 for the full control effect
#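 10 nM Pol kappa preincubated 15 min at room temperature with compounds, then reaction started with substrate at 50 nM final. Fluorescence read kinetically at 0 and 10 min; buffer-only wells served as negative control.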
# The depositor's hits bear a star; ? = inconclusive; . = not tested or not shown; & = joins results of further samples; [ ] = remark or other dose. Unless noted, calls follow the shape of the dose curve; as a rule, active = well fitted curve in the direction sought with a large enough effect; inconclusive = small, poorly fitted or top-dose-only effect, or another doubt; inactive = no such curve, though single readings can be large; an effect the other way counts as inactive or inconclusive. Some of the compounds tested; rates above refer to the full screens.
SMILES,Anesthetic bind,LDHA block,Glioma ERSR ind,Pol beta inh,APE1 inh,BLM inh,Pol eta inh,POLI inh,Pol kappa inh
COc1cccc(N(C(=O)CNC(=O)c2ccco2)C(C(=O)NC2CCCCC2)c2cccnc2)c1 (centres undefined),1%,-3,-5%,35%,-7%,1%,5%,22%,-15%
COC(=O)c1cn(CC(=O)Nc2ccc(F)cc2)c2ccccc12,-5%,-2,-5%,-9%,4%,-2%,-12%,-28%,-7%
CC(=O)N1CCCc2cc(S(=O)(=O)CCC(=O)N3CCN(c4cccc(C)c4)C(C)C3)ccc21 (centres undefined),-9%,-1,-5%,?,?,-6%,0%,-10%,-9%
O=C(NC(=S)N1CCOCC1)c1ccc(F)cc1,-3%,1,-2%,17%,-1%,-7%,-1%,28%,14%
CCOC(=O)c1cc(-c2ccc(Cl)cc2)nc2c1c(=O)[nH]c(=O)n2CCOC,-10%,-2,-2%,15%,-3%,-5%,-19%,42%[activator],-2%
O=C(NCCc1ccccc1)c1ccc2nc(-c3ccco3)c(-c3ccco3)nc2c1,?,9,-2%,7.9µM*,?,7.1µM*,?,?,?
Nc1nc2ccccc2n1/N=C/c1ccc(Br)cc1,-3%,0,1%,0%,2%,-1%,-16%,26%,5%
Cc1ccc(SCC(=O)NCC(C)C)cc1,-17%,-2,1%,29%,14%,0%,9%,17%,0%
O=C(Nc1ccc2ccccc2n1)Nc1ccccc1F,22%,-1,6%,-4%,68%[activator],-5%,6%,27%,-7%
COC(=O)Nc1ccccc1C(=O)N1CCN(c2ccc(C)cc2)CC1,-7%,8,-1%,23%,7%,-6%,-13%,1%,-2%
COc1ccc(C2=NO[C@@H]3[C@@H]4C[C@@H]([C@H]5C(=O)N(C)C(=O)[C@@H]45)[C@H]23)c(OC)c1,3%,-12,-1%,0%,-2%,-2%,-4%,14%,4%
C=CCn1c(Cc2ccccc2)nnc1SCc1nc2ccccc2c(=O)[nH]1,-12%,-1,-2%,8%,-2%,3%,-11%,30%[activator],4%
O=C(CCN1C(=O)/C(=C\C=C\c2ccccc2)SC1=S)Nc1cccc(C(=O)O)c1,-6%,-3,8%,50µM*,?,-21%,22µM*,-20%,79µM*
O=C(Cc1ccc(-c2ccccc2)cc1)N1CCOCC1,4%,-5,-1%,27%,10%,1%,8%,-5%,1%
O=C(C1=NNCC1c1ccccc1)C1OC1c1ccccc1 (centres undefined),3%,-7,-1%,-2%,-3%,-5%,-8%,24%,3%
Nn1c(SCC(=O)Nc2nccs2)nnc1-c1ccccn1,.,-8,-6%,.,3%,.,-14%,35%[activator],3%
CCOc1cccc(C2C(C(=O)c3ccc(C)o3)=C(O)C(=O)N2c2nccs2)c1 (centres undefined),-13%,3,2%,29%,10%,1%,-1%,20%,-10%
O=C(CCC(=O)N1CC2CCCN2c2ccccc21)NCc1ccccc1Cl (centres undefined),0%,-1,-4%,-10%,.,-2%,-2%,-20%,-8%
COc1cc(Cl)c(S(=O)(=O)NCc2cccnc2)cc1Cl,-10%,-1,-4%,-2%,15%,-2%,-1%,5%,-5%
CC1CCCN(c2ccc(C(=O)NCCc3ccccc3)cn2)C1 (centres undefined),-4%,-4,4%,-18%,?,3%,5%,-8%,-5%
Nn1c(-c2cccs2)nc2sc3c(c2c1=O)CCCC3,-3%,-4,-5%,2%,-2%,-2%,4%,?,-4%
CCOC(=O)CC1C(=O)NCCN1S(=O)(=O)c1cc(Cl)c(Cl)cc1Cl (centres undefined),-17%,-10,-2%,5%,-4%,-2%,-17%,6%,-4%
CN1c2ccccc2C(C)(C)[C@]12C=Cc1cc(O)ccc1O2,?,14,?,13%,13%,-27%,-23%,32%[activator],-1%
O=C(Nc1ccc(OCc2cc(=O)n3c4c(sc3n2)CCCC4)cc1)c1cccc(F)c1,0%,-2,-1%,-10%,.,-8%,-1%,0%,-18%
NC(N)=NCCC[C@H](NC(=O)c1ccccc1)C(=O)Nc1ccc([N+](=O)[O-])cc1,6%,.,3%,.,-1%,2%,.,.,9%[60.1 µM]
COc1ccccc1NS(=O)(=O)c1ccc(C(=O)NCC(c2ccccc2OC)N2CCCC2)cc1 (centres undefined),.,1,-1%,.,.,.,-18%,12%,7%
O=C(O)c1ccc(N/N=C/C2=C(N3CCOCC3)C(=C\c3ccccc3)/CC2)cc1,-8%,-1,2%,?,?,-1%,50µM*,?,32µM*
CC(C)C[C@H]1CN=C(Nc2ccccc2)N1CCC(C)c1ccccc1 (some centres undefined),.,-2,-5%,.,-1%,.,0%,?,-10%
O=C(Nc1ccc2c(c1)OCO2)c1cnn2c(C(F)(F)F)cc(-c3ccco3)nc12,-12%,-3,-2%,14%,1%,-3%,-16%,-1%,2%
COc1cccc(CNC(=O)Cc2c(C)c3ccc(OC)c(C)c3oc2=O)c1,-14%,-7,-2%,-29%,.,-6%,-26%,-27%,1%
O=C(NCCN1CCNC1=O)C1CCC(=O)N(Cc2ccccc2F)C1 (centres undefined),-8%,-3,1%,-1%,25%,3%,-15%,14%,-5%
CCOC(=O)c1c(C)[nH]c(C(=O)OCC(=O)N(C)CC(=O)Nc2ccccc2Cl)c1C,.,1,1%,.,58%[activator],.,-16%,1%,-3%
Cc1c(C2OC(=O)C3(CCCCC3)C(=O)C2(C)C)c(=O)n(-c2ccccc2)n1C (centres undefined),-9%,-4,-3%,6%,3%,1%,-19%,12%,-1%
CCOc1ccc(S(=O)(=O)NCc2cccs2)cc1,-13%,-2,-6%,14%,0%,-6%,-9%,16%,-4%
CN(C)c1ccc(N/C=C/C(=O)C(F)(F)F)cc1,-24%,21,-2%,-2%,-3%,-6%,-20%,71%[activator],8%
CCN(CC)C(=O)CSc1nc2cc3c(cc2c(=O)n1Cc1ccc2c(c1)OCO2)OCO3,-7%,-2,-1%,-1%,0%,1%,-3%,8%,-8%
COc1ccc(N2C(=O)CC(N(CCc3ccc(OC)c(OC)c3)C(=S)Nc3ccccc3)C2=O)cc1 (centres undefined),-10%,-5,-5%,32%,4%,-11%,-5%,22%,-15%
O=C(COC(=O)Cn1cnc2ccccc21)NCc1ccc(F)cc1,-8%,0,-4%,6%,1%,-2%,0%,-24%,5%
O=C1[C@H]2[C@H]3[C@H](O)[C@H](O)C/C(=N/OCc4ccccc4)[C@H]3CC[C@@H]2C(=O)N1Cc1ccccc1,-5%[15.3 µM],.,-3%,.,35%[activator][12.4 µM],-2%[12.4 µM],.,.,.
C=CCOC(=O)Nc1ccc(Cl)cc1NC(=O)OCC=C,-21%,0,-4%,-19%,1%,-6%,-9%,-10%,-3%
O=C(NCc1ccco1)c1cccn2c(=O)c3cc4ccccc4cc3nc12,-13%,.,.,14µM*,?,20µM*,.,.,.
CCOc1ccc2nc(NC(=O)CS(=O)(=O)c3ccc(C)cc3)sc2c1,-17%,2,2%,6%,-1%,-14%,-5%,-8%,-18%
COc1ccc(-c2ccc(SCC(=O)Nc3cc(C)on3)nn2)cc1OC,8%,-3,4%,?,11%,4%,1%,?,-12%
COc1ccc(-c2csc(NC(=O)COC(=O)c3ccco3)n2)cc1,-5%,-8,0%,44%,-3%,0%,-19%,16%,1%
CSc1nc(Nc2cccc(C)c2)c(C#N)c(-c2ccccc2)n1,-11%,0&-4,0%,2%,.,-4%,-18%,13%,8%
Clc1ccc(SCCN2CCNCC2)cc1,-5%,-14,-1%,5%,16%,2%,-11%,2%,10%
CCCNCC(O)Cn1c2ccccc2n2c(=O)cc(C)c(C#N)c12 (centres undefined),-1%,-6,-4%,5%,9%,102%[activator],-15%,12%,4%
C/C(CC(=O)Nc1cc(C)cc(C)c1)=N\NC(=O)c1ccccn1,-6%,-2,-1%,3%,-2%,5%,-11%,54%[activator],-15%
O=C(NNC(=O)c1ccccc1Cl)c1ccco1,-6%,-6,-5%,12%,3%,1%,-2%,32%[activator],-8%
CCCOc1ccc(C(=O)CCC(=O)OCC(=O)N2CCN(S(=O)(=O)c3ccc(C)cc3C)CC2)cc1,.,2,0%,.,.,.,-14%,19%,8%

# In the list so far, two have a cyano group.
SMILES,Anesthetic bind,LDHA block,Glioma ERSR ind,Pol beta inh,APE1 inh,BLM inh,Pol eta inh,POLI inh,Pol kappa inh
CSc1nc(Nc2cccc(C)c2)c(C#N)c(-c2ccccc2)n1,-11%,0&-4,0%,2%,.,-4%,-18%,13%,8%
CCCNCC(O)Cn1c2ccccc2n2c(=O)cc(C)c(C#N)c12 (centres undefined),-1%,-6,-4%,5%,9%,102%[activator],-15%,12%,4%

# Additional entries.
SMILES,Anesthetic bind,LDHA block,Glioma ERSR ind,Pol beta inh,APE1 inh,BLM inh,Pol eta inh,POLI inh,Pol kappa inh
CC(=O)Nc1sc(NC(=O)c2ccc(C)cc2)nc1-c1cccs1,1%,-3,3%,-20%,9%,-4%,-12%,6%,-12%
O=C(NCCCN1CCOCC1)c1ccc(Cl)cc1Cl,-2%,-3,-5%,1%,54%[activator],-7%,-4%,-5%,-2%
Cc1ccc(S(=O)(=O)N(C)CCCC(=O)Nc2cccc3ccccc23)cc1,-5%,-6,-5%,9%,-3%,-3%,-22%,72%[activator],4%
CSCCC(NC(=O)c1ccccc1Cl)C(=O)N1CCCC(C)C1 (centres undefined),.,-7,3%,.,.,.,4%,13%,-6%
CC(=O)N1CCCc2cc(S(=O)(=O)N3CCCC(C(=O)N4CCN(c5cccc(Cl)c5)CC4)C3)ccc21 (centres undefined),3%&25%,0&3,-5%&-6%,3%&-22%,46%,-6%&-9%,-16%&-24%,31%&29%,3%
